Bioassay records deposited in PubChem BioAssay by several laboratories.
FXN GAA850 act – increases GAA850 frataxin promoter reporter activity. activation, % at 6 µM. 360,000 tested, 0.56% active. AID 540364. HEK293 lucGAA850 FXN promoter luciferase reporter, 24 h; percent of 10 µM SAHA response;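 active = activation above the average of all compounds screened plus 3 SD, cutoff fixed separately per campaign, cut at about 7.5% in these data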;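 also: 0% = DMSO wells and 100% = 10 µM SAHA wells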
HGIII-sPLA2 inh – Inhibits HGIII-sPLA2 liposome hydrolysis, primary screen | Q9NZ20 | QFRET BODIPY PC-A2 liposome hydrolysis, fluorescence | inhibition, % at 12.2 µM | 370,000 tested, 0.56% active | AID 743126;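 active = inhibition above mean plus 3 SD of compounds lying within the high and low control bounds, cut at about 19% in these data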;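 also: 0% = median of test compound wells and 100% = no enzyme DMSO wells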
hgDAF-12 ag – activates the H. glycines DAF-12 receptor ligand-binding domain | HEK293 GAL4-hgDAF12 UAS-luciferase reporter, agonist luminescence; normalized to butyrate control | activation, % at 6.8 µM | 370,000 tested, 1.8% active;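 active = activation above a cutoff set at the mean of all screened compounds plus 3 SD, cut at about 10% in these data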;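 also: 0% = DMSO wells and 100% = sodium butyrate wells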
DAX1 inh-1 – inhibitors of DAX1 repression of SF-1 activated StAR promoter; HEK293T StAR-luciferase reporter, SF-1/DAX-1 repression relief; inhibition, % at 6.8 µM; 370,000 tested, 1.1% active; AID 652010;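 active = inhibition above the mean over all tested compounds plus 3 SD, cut at about 3.6% in these data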;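 also: 0% = DAX-1 cells with DMSO and 100% = cells lacking DAX-1 with DMSO; higher inhibition means more luminescence from relief of DAX-1 repression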
DAX1 inh-2 – NR0B1 (DAX1) inhibition | P51843 | HEK293 Gal4-DAX1 luciferase reporter, luminescence | inhibition, % at 6.75 µM | 340,000 tested, 0.99% active | AID 504766;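 active = inhibition above the mean over all tested compounds plus 3 SD, cut at about 4.2% in these data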;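 also: 0% = DAX1-transfected cells with DMSO and 100% = empty-vector control cells with DMSO; inhibition shows as a rise in luminescence from relieved DAX1 repression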
NPR2 activator – GC-B (human) receptor activation; P20594; HEK293-GC-B cells, CNP EC30, cGMP TR-FRET; 0% at EC30 CNP, 100% saturating CNP; activation, % at 10 µM; 370,000 tested, 0.11% active; AID 1920062;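 active = activation at 10 µM reaching about 35% in either raw or pattern-adjusted values, limit read from the data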
SMARCA2 activ – SMARCA2 function activation, primary screen | MG213 cells, MMTV-luciferase reporter, dexamethasone, overnight | activation, % at 9.1 µM | 370,000 tested, 1% active; in the data active = activation above about 7.8%;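 also: 0% = vehicle wells and 100% = reference activator wells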
hcDAF12 agonist – H. contortus DAF-12 activation, primary screen; HEK293 hcDAF-12 lit1-tk-luc reporter, luminescence; 0% DMSO, 100% Δ7-dafachronic acid; 370,000 tested, 1.4% active; AID 652067; activation, % at 6.8 µM;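 active = activation above the mean of all tested compounds plus 3 SD, cut at about 5.5% in these data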;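 also: 100% = response to 3 µM Δ7-dafachronic acid high control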
GC-A act – GC-A (human) enzyme activation; P16066; HEK293 GC-A cells, cGMP TR-FRET, EC30 ANP; 0% at EC30 ANP, 100% saturating ANP; activation, % at 10 µM; 370,000 tested, 0.14% active; AID 1671463; in the data active = activation above about 40%
Target sequence (P16066 whole entry, looked up): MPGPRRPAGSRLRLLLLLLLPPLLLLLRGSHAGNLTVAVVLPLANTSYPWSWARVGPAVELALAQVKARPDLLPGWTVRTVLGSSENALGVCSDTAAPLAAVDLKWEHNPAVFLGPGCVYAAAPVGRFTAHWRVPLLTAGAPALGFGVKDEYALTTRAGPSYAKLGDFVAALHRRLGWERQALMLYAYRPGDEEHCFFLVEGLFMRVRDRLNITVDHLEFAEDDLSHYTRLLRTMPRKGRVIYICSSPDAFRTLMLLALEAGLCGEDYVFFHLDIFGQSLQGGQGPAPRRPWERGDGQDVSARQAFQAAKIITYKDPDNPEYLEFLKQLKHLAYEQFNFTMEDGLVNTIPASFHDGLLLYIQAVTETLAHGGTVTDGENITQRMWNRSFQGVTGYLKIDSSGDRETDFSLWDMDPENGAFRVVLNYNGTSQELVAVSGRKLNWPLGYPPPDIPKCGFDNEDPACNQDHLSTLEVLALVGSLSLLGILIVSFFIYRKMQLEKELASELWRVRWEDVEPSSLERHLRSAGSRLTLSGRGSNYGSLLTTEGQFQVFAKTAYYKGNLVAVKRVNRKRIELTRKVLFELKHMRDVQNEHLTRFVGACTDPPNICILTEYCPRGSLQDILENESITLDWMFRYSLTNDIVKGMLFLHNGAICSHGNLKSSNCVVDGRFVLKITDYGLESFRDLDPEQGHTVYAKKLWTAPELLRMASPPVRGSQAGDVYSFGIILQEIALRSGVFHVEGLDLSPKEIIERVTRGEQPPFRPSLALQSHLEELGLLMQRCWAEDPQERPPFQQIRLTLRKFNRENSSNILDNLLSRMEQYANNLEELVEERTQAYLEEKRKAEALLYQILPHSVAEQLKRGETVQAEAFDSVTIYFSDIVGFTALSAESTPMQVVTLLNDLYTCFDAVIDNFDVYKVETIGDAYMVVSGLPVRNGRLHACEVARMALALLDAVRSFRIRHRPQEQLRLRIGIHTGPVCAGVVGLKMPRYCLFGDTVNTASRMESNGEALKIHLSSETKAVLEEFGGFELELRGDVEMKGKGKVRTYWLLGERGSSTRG
ADAM10 inh – inhibitors of human ADAM10; O14672; recombinant ADAM10, EDANS/DABCYL FRET peptide cleavage, 3 h; inhibition, % at 7 µM; 370,000 tested, 0.62% active; AID 720582;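 active = inhibition above a per-campaign cutoff equal to the mean of compounds falling between control-based bounds plus 3 SD, cut at about 20% in these data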;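 also: 0% = DMSO wells while the 100% control is not disclosed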
ssDAF12 agonist – S. stercoralis DAF-12 activation, primary screen; HEK293 ssDAF-12/GRIP1 lit1-tk-luc reporter, luminescence; % of 3 µM dafachronic acid response; activation, % at 6.8 µM; 370,000 tested, 1% active;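 active = activation above the mean over all tested compounds plus 3 SD, cut at about 0.9% in these data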;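 also: 0% = DMSO-only wells and 100% = 3 µM delta7-dafachronic acid wells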
* = called active by the depositor; . = no result given.

Each structure is followed by: FXN GAA850 act, HGIII-sPLA2 inh, hgDAF-12 ag, DAX1 inh-1, DAX1 inh-2, NPR2 activator, SMARCA2 activ, hcDAF12 agonist, GC-A act, ADAM10 inh, ssDAF12 agonist
- CCOc1cc(N2CCOCC2)c(OCC)cc1NC(=O)CCC1CCCC1
 : 0.7, 0, -2.7, -0.7, 0.5, 2, -1, -2.1, 5, -1, -0.9
- CCC(c1nnnn1Cc1ccc(F)cc1)N1CCN(C)CC1 (centres undefined)
 : -2.1, 0, -0.5, 0.1, 0.6, -1, -2, -2.0, 0, -3, -1.4
- O=C(NCc1ccc(F)cc1)c1ccc(CS(=O)(=O)Cc2ccc(F)cc2)o1
 : -2.4, -9, -2.8, -0.8, -1.5, 3, 2, -2.6, 0, 5, -1.6
- O=c1c(Cl)c(N2CCN(S(=O)(=O)c3ccccc3)CC2)cnn1-c1ccccc1
 : 0.8, 8, -1.6, -0.1, -0.5, -4, -2, -0.2, -6, -1, -1.2
- COc1ccc(NS(=O)(=O)c2cccc(-c3nnc4n3CCCCC4)c2)cc1
 : 0.2, 1, 1.2, -0.5, -0.3, -3, -1, -1.2, -9, 5, -0.9
- Oc1ccc(/C=N/n2c3ccccc3c3ccccc32)cc1
 : -3.2, 2, 5.4, 0.0, -0.5, -12, -1, 0.3, -4, 1, -0.2
- O=C(NC(=O)c1c(Cl)cccc1Cl)Nc1ccc(Oc2cccnc2)nc1
 : 0.1, -9, -1.0, -1.1, ., 0, -6, -2.5, -2, 1, -1.2
- CC(=O)NC(Cc1c[nH]c2ccccc12)C(=O)N1CCN(S(=O)(=O)c2ccccc2)CC1 (centres undefined)
 : -0.1, -20, -0.2, 2.4, -0.1, 0, 3, 0.4, 1, -4, -1.1
- Nc1nc(CSC(=S)N2CCOCC2)nc(Nc2ccc(F)cc2)n1
 : 5.7, 16, 0.1, 0.4, 1.8, -2, 2, -0.9, 4, -5, -1.3
- O=C(Nc1ccc(Cl)c(Cl)c1)C1C2C=CC3(O2)C1C(=O)N(CCN1CCCCC1)C3C(=O)NC1CCCCC1 (centres undefined)
 : 0.3, -7, 0.1, 0.2, -1.5, -8, -1, -0.3, -13, -1, -0.2
- CC(C)C[C@H]1CN=C(N(C)C)N1CCCCc1ccccc1
 : -0.7, -18, -0.9, -0.5, -0.3, -2, -1, -1.5, 0, 6, -1.4
- Cc1ccc(S(=O)(=O)N2CCOCC2)c(C)c1-n1cnnn1
 : -0.6, -1, -1.4, 0.6, 0.9, 1, 0, -0.2, -2, 1, -1.7
- Cc1[nH]c2ccc(C(=O)OC(C)C(=O)NCc3ccccc3)cc2c1C (centres undefined)
 : -5.3, -50, 0.7, -7.1, 0.9, 1, -1, -1.6, -4, 3, -1.6
- CCOC(=O)C1C(C)C(C(C)(C)C)N(S(=O)(=O)c2ccc(C)cc2)C1c1ccccc1 (centres undefined)
 : ., -11, -2.2, -2.2, ., -6, -2, -0.9, -6, 2, -1.1
- c1coc(-c2ccc3nncn3c2)c1
 : 2.6, -6, 3.1, 0.2, ., 3, -1, 0.5, 2, -43, -1.2
- Cc1ccc(Nc2ncnc3sc(C)c(C)c23)cc1
 : 0.6, 7, 9.6, 0.3, 0.5, -5, 0, 2.9, -5, 13, 0.3
- CCOC(=O)N1CCN(CCC(=O)c2ccc(Cl)cc2)CC1
 : 0.1, 1, -0.9, -0.9, 1.0, -14, 3, 0.5, 65*, 1, -1.0
- CN(C(=O)CN1C(=O)/C(=C/c2ccc(Cl)cc2)SC1=S)C1CCS(=O)(=O)C1 (centres undefined)
 : -0.9, 0, -0.6, 1.2, 0.6, 0, -2, -0.9, 5, 1, -1.3
- CC1CN=C(N(C(=O)Nc2ccccc2)c2ccc(S(=O)(=O)N3CCOCC3)cc2)S1 (centres undefined)
 : -1.8, -1, -0.9, 0.0, 1.0, 8, -4, -2.1, -2, -6, -1.1
- O=c1oc2ccccc2n1CCc1ccccc1
 : 1.4, 1, 4.4, -0.1, 0.2, -4, 7, 0.7, -4, -3, -1.2
- O=C(COC(=O)c1cn(-c2ccccc2)nc1-c1cccnc1)NC1CC1
 : 0.7, 6, -1.3, -0.9, -1.4, 0, 0, -0.9, -3, -2, -0.9
- O=C(NC1CCc2ccccc21)c1cc(-c2ccc(Cl)cc2)nc2ccccc12 (centres undefined)
 : ., 8, 1.9, 0.2, ., 0, -4, 1.2, -3, -8, -0.9
- COc1cccc(C(=O)Nc2cc(OC)ccc2NC(=O)c2ccco2)c1
 : -1.4, 1, -0.3, -1.0, -0.3, 0, 1, 1.2, 3, 5, -1.1
- OCCNc1nc(N2CCN(Cc3ccccc3)CC2)nc2ccccc12
 : 2.0, 4, 0.6, -0.3, -0.8, -8, 5, 0.0, 6, -94, -1.4
- CCc1ccc(N2CC34C=CC(O3)C(C(=O)OC(C)C)C4C2=O)cc1 (centres undefined)
 : 0.3, 1, 0.3, 0.5, 1.0, 3, -1, -0.8, 2, -8, -1.0
- CC(C)Oc1cccc(C(=O)C2CCCN(Cc3cnc(N4CCCC4)s3)C2)c1 (centres undefined)
 : 1.8, 1, -0.9, -0.5, 0.9, 2, 0, 0.4, -1, 9, -1.7
- CCN(CC)c1ccc(C(=O)NNC(=O)c2ccc3c(=O)n4c(nc3c2)CCC4)cc1
 : 2.5, -6, -2.1, 1.3, -0.3, -2, -4, -0.4, -2, -26, -0.8
- CN(C)S(=O)(=O)c1ccc2nnn(OCC(=O)NC3CCS(=O)(=O)C3)c2c1 (centres undefined)
 : 1.5, 8, -0.2, 2.6, 1.2, -4, 0, 0.4, 2, 0, -0.1
- CNS(=O)(=O)c1cc(-c2nnc(Nc3ccc(CC(N)=O)cc3)c3ccccc23)ccc1C
 : 2.3, 3, -1.8, -0.3, 0.2, 0, 1, -1.7, 2, 11, -0.7
- COc1ccc(NC(C)C(=O)N2CCN(Cc3ccccc3)CC2)cc1 (centres undefined)
 : 1.2, 9, -0.5, -0.1, -1.4, 1, -3, -1.9, 0, -1, -1.2
- CCOC(=O)C[C@H]1c2ccccc2S(=O)(=O)N1c1cccc(OC)c1
 : 2.1, 0, -1.1, 0.5, 0.5, 1, 1, 0.3, 1, -8, -0.6
- NS(=O)(=O)c1ccc(CNC(=O)/C=C/c2ccc(Cl)c(Cl)c2)cc1
 : 0.3, -9, -1.1, -0.3, 1.4, 2, -3, -1.1, 1, 4, -1.1
- COc1ccc(S(=O)(=O)NC(=O)C2(C)CCN2C(=O)C2(c3ccccc3)CCCC2)cc1 (centres undefined)
 : 0.6, -3, -2.0, 0.2, ., 5, -8, -0.8, 3, -2, -0.7
- COc1cc(-c2nnc(SCC(=O)NN=Cc3c[nH]c4ccccc34)n2-c2ccccc2)cc(OC)c1OC
 : ., -24, -3.7, -2.9, ., -14, -2, 0.7, -8, 9, -0.8
- CCOC(=O)c1ccc2c(c1)NC(=O)C(N1CCN(c3ccc(OC)cc3)CC1)S2 (centres undefined)
 : 0.4, -1, 0.9, -0.5, 0.4, -4, -2, -1.0, -5, -13, -1.0
- CC(OC(=O)c1ccccc1)C(=O)NCc1ccco1 (centres undefined)
 : 3.8, -1, 0.7, 1.5, 1.0, 1, 1, 1.4, -1, 3, -0.7
- CCNc1nc(Nc2ccc(C)c(Cl)c2)c2cnn(C)c2n1
 : 2.7, -16, -2.8, -0.6, -2.1, 18, -1, -2.3, 14, -4, -2.1
- Cc1ccc(C(=O)Nc2cccnc2)cc1S(=O)(=O)N1CCCCC1
 : 1.0, -1, -3.8, -0.3, -0.5, -2, 0, -2.0, -1, 7, -1.5
- O=C(CCC(=O)NNC(=O)COc1ccc(Br)cc1Br)NCc1ccccc1
 : 0.0, 2, 2.5, -0.2, ., -5, -6, -0.7, -8, 0, -1.1
- Nc1ncnc2c1ncn2[C@@H]1O[C@H](CNC(=O)[C@@H](N)Cc2ccc(C(F)(F)F)cc2)[C@@H](O)[C@H]1O
 : 4.2, 12, 4.2, -0.8, 0.3, 1, -4, -1.6, 5, -9, -0.6
- Cc1ccc(S(=O)(=O)Nc2cc3c4c(c2)CCC(=O)N4CCC3)cc1
 : 2.5, 0, 0.1, 1.1, 1.9, 2, -1, -0.3, 0, -3, -0.3
- CC(C)c1ccc(OCC(=O)Nc2ccc(S(=O)(=O)Nc3ccccn3)cc2)cc1
 : -1.4, -11, -0.5, 0.1, -1.2, 0, -2, -0.1, 4, -1, -0.7
- Nc1ccc2nc(SCc3ccccc3F)sc2c1
 : 1.2, 8, 8.1, -0.1, 2.8, 1, 6, 5.4, -3, 5, 1.0*
- CCOC(=O)c1nn(-c2ccc(OC)cc2)c(=O)c2c(N)scc12
 : -0.4, -1, -1.6, -0.6, 0.1, 1, -1, -0.6, -1, 0, -0.1
- CSC1=NCCN1C(=O)C12CC3CC(CC(C3)C1)C2
 : 0.4, 12, 1.8, 1.0, 0.2, -4, -2, -0.3, -2, -4, -1.0
- COc1ccc(Cl)cc1C(=O)NCCCSc1ccccc1
 : 0.4, -8, -1.3, 0.2, 0.6, -5, -4, -1.6, -6, -4, -0.9
- O=C(c1ccco1)N1CCN(C(=O)C2CCN(S(=O)(=O)c3cccs3)CC2)CC1
 : 1.7, -2, 0.0, -1.0, -0.7, 8, -1, 0.2, -2, 4, -1.4
- CN(C)C(=O)CN1C(=O)NC(c2ccccc2)(c2ccccc2)C1=O
 : 1.7, 3, 1.9, 0.5, 0.1, 3, -2, -2.5, 0, -3, -0.2
- Cc1ccccc1-n1ccnc1SCC(=O)NC1CCCC1
 : -0.5, 10, 1.4, 0.6, 0.0, 5, -3, -1.4, -1, 1, -0.9
- COc1ccc(-c2csc3ncnc(N4CCN(S(=O)(=O)c5cccc(F)c5)CC4)c23)cc1
 : 1.2, -1, 0.5, -0.9, 0.3, -1, -1, -0.1, -4, -10, -0.4
- CN(CC(=O)Nc1ccc(OC(F)F)cc1)S(=O)(=O)/C=C/c1ccccc1
 : -1.6, -13, -3.0, -1.5, -0.3, 0, -3, -0.7, 1, -11, -1.0
- CC(=O)N1CN(S(=O)(=O)c2ccc(C)cc2)CC1C (centres undefined)
 : 12*, -1, -1.6, -0.9, 0.4, 2, 1, 2.5, 3, 2, -1.1
- O=C(CSc1nc2ccccc2c(=O)n1CCCO)N1CCc2ccccc21
 : 1.8, 8, -1.4, -0.8, -0.3, 2, -5, -1.7, -4, -2, -1.2
- S=c1[nH]nc(-c2cccc(Cl)c2)n1/N=C/c1ccc(-c2ccccc2Br)o1
 : 0.1, 3, -1.4, 0.3, 0.1, -5, 0, -0.5, 5, -10, -0.7
- O=C(COC(=O)CNS(=O)(=O)c1ccc(F)c(F)c1F)NC1CC1
 : -0.8, 2, 4.7, 0.9, -2.0, 0, -2, 0.3, 3, 0, -0.9
- Cc1cc(NC(=O)Cn2c(C)nc3ccccc3c2=O)ccc1Br
 : -3.2, -26, 1.3, -0.5, -0.7, 0, 0, -1.4, 8, 3, -1.2
- CCOC(=O)CC/C(C)=N\N=C1\SC(CC(=O)O)C(=O)N1c1ccccc1 (centres undefined)
 : -13, -4, 4.0, -0.2, -0.1, 2, -1, 0.3, 5, 1, -0.9
- CCOc1ccc(N2CC(C(=O)Nc3ccccc3F)CC2=O)cc1 (centres undefined)
 : 1.4, 8, 1.6, -0.5, -0.3, 0, -3, -1.5, -2, -10, -0.6
